# Ec RNAP inh = E. coli RNAP inhibitors, biochemical. DNA-directed RNA polymerase subunit beta (Escherichia coli (strain K12)), P0A8V2. E. coli RNA polymerase, fluorescence transcription assay. inhibition, %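 (tested at 10 µM)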. actives 0.2% (n = 62,000). AID 559, 2006; in the data active means inhibition above about 20%;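 further: 0% = enzyme without compound and 100% = no enzyme blank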
# Hsp90 inh = tumor Hsp90 inhibitors, primary screen, cell lysate, fluorescence polarization, NCI-N417 lysate. Heat shock protein HSP 90-alpha (Homo sapiens), P07900. Cy3B-geldanamycin FP displacement. inhibition, % at 30 µM. actives 0.35% (n = 64,000). AID 429, 2006;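 active means inhibition above 50%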;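 further: 0% = tracer plus lysate wells and 100% = tracer alone without lysate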
# CatB mixtures = cathepsin B inhibitors from pooled compounds, primary screen, biochemical, compound mixtures, AMC fluorescence | Purified cathepsin B, AMC dipeptide fluorescence | actives 0.06% (n = 62,000) | P07858 | inhibition, %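 (ten-compound pools at 5 µM per compound and 50 µM total)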; in the data active means inhibition above about 22%, passing the limit was not always enough; inconclusive means no clear call, values can overlap the other calls;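 further: 0% = enzyme without compound and 100% = no enzyme blank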
# CatB inh = human cathepsin B inhibitors, primary screen, biochemical, fluorogenic substrate. purified cathepsin B, fluorescence. inhibition, %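 (tested at 10 µM)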. actives 0.1% (n = 63,000); in the data active means inhibition above about 21%;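 further: 0% = enzyme with no compound and 100% = no enzyme blank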
# tolC growth inh = growth inhibitors of E. coli tolC mutant, primary screen, strain BW25113 ΔtolC::kan, 384-well; actives 2.2% (n = 65,000); growth inhibition, % at 10 µM (by protocol); OD615;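 active means growth inhibition at or above a cutoff equal to the mean over every tested compound plus 3 SD, cut at about 60% in these data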;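 further: growth measured after 20 h incubation at 37 °C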
#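 Test system: E. coli BW25113 ΔtolC::kan bacteria; incubation: 37 °C, 20 h exposure; medium: LB broth supplemented with 50 µg/mL kanamycin; read-out basis: percent growth inhibition; signal: A615 absorbance measurement; compound: 10 µM final, single dose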
# D1 mod = D1 CRE-luciferase signal change, two-sided – cell-based, HEK293 D1, dopamine EC30, D1 allosteric modulator project, primary screen; D(1A) dopamine receptor (Homo sapiens), P21728; dopamine EC30 potentiation; actives deviate in either direction; B-score at 10 µM; actives 5.9% (n = 58,000); AID 641, 2007;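 active means luminescence count or its row- and column-corrected plate score outside the 99.7% band of the plate's sample wells, on either side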
# Cdc25B inh = inhibitors of Cdc25B phosphatase catalytic domain, primary screen, biochemical, OMFP fluorescence. M-phase inducer phosphatase 2 (Homo sapiens), P30305. recombinant Cdc25B, OMFP fluorescence Ex485/Em525. inhibition, %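 (compounds tested at 10 µM final in the well)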. actives 0.1% (n = 65,000). AID 368, 2006; in the data active means inhibition above about 50%
# Target sequence (P30305 whole entry, looked up, the tested form may be a part): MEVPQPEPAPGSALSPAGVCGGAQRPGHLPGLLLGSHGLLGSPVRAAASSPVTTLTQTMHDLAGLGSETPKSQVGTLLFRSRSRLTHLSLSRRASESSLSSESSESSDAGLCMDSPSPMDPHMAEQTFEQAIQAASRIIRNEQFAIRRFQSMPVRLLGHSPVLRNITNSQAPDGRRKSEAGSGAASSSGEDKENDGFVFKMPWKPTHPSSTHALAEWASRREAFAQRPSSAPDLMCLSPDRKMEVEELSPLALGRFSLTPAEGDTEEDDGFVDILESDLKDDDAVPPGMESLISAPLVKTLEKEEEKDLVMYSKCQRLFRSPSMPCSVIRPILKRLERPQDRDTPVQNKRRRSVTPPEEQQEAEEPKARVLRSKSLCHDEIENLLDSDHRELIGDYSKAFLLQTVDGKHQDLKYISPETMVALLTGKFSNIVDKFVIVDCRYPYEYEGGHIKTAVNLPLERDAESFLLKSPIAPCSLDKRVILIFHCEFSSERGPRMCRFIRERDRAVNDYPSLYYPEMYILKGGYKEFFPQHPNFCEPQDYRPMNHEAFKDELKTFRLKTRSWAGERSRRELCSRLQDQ
# AP complement = alternative complement pathway inhibitors, primary screen, biochemical, ELISA, human serum, orthogonally pooled compounds | LPS-coated ELISA, C3 deposition; tested in compound mixtures | inhibition, % at 5 µM | actives 0.08% (n = 62,000);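 active means inhibition above 30% in each of the two pooled mixtures holding the compound, so the lower value exceeds 30%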;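 further: 0% = serum in Mg-EGTA without compound and 100% = EDTA serum blank; some compounds past the cut are filed as inactive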
#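 Medium: diluted human serum in Mg2+-EGTA GVB++. Assay system: human serum complement alternative pathway, C3 deposition onto LPS. Also added: Plate-bound LPS. Technique: Anti-C3 ELISA, OD 450 nm. Measure: percent inhibition. Incubation: 1 h at 37 °C. Dosing: 5 µM each compound, pools of ten, 50 µM per pool.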
# MKP-1 inh = MKP-1 phosphatase inhibitors, primary screen, biochemical, in vitro. Dual specificity protein phosphatase 1 (Homo sapiens), P28562. recombinant MKP-1, OMFP hydrolysis fluorescence. inhibition, %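 (compounds tested at a single concentration somewhere between 10 and 100 µM)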. actives 0.15% (n = 65,000). AID 374, 2006;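 active means inhibition above about 50%, limit read from the data; inconclusive means inhibition over screen mean plus 3 SD, below that limit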;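 further: 0% = DMSO max control wells and 100% = wells with enzyme stopped by NaOH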
# Target sequence (P28562 whole entry, looked up): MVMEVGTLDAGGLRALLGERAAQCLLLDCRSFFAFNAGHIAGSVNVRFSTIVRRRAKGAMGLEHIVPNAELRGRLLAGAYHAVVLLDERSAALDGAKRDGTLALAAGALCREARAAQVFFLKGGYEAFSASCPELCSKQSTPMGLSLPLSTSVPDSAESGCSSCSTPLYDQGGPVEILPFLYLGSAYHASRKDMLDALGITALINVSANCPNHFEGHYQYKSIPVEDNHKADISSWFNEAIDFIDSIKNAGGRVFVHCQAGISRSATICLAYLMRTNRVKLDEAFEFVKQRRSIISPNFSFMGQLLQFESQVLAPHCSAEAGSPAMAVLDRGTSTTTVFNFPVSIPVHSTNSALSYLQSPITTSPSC
# Active calls of the source: *; ? = inconclusive; . = no result given.
No.	Compound	CatB inh	Hsp90 inh	AP complement	CatB mixtures	Cdc25B inh	MKP-1 inh	Ec RNAP inh	tolC growth inh	D1 mod
1	O=C(NCc1ccc2c(c1)OCO2)C(c1ccco1)N(C(=O)c1csnn1)c1ccccc1 (stereo not drawn)	3	-5	7	5	-1	11	4	-19	0.28
2	COc1ccccc1Cn1c(=O)[nH]c2cccnc21	4	-2	7	4	15	-3	6	6	0.16
3	C=CCn1c(SCC(=O)c2ccc(CNC(C)=O)o2)nc2scc(C3CC3)c2c1=O	4	-17	14	9	2	?	4	4	-0.25
4	Cc1ccc(-c2nc3cnccn3c2Nc2ccc3c(c2)OCCO3)o1	1	.	5	-1	-3	7	3	22	0.31
5	CC(=O)N1CCc2cc(S(=O)(=O)NC(C(=O)NCc3ccccc3)C(C)C)ccc21 (stereo not drawn)	1	1	2	4	7	-4	6	-30	-0.11
6	Cc1cccc(CS(=O)(=O)Cc2ccc(C(=O)O)o2)c1	5	-3	4	4	-16	4	4	-8	-0.22
7	CS(=O)(=O)CCC(C(=O)n1nnc2ccccc21)N1C(=O)c2ccccc2C1=O (stereo not drawn)	-1	-3	.	.	19	-5	4	-11	.
8	CC(Oc1ccccc1)C(=O)NC1CCN(Cc2ccccc2)CC1 (stereo not drawn)	-3	-12	4	6	-4	-3	7	-5	-1.5
9	Cc1ccc2c(C(=O)CN3CCN(c4ccccc4)CC3)c(C)[nH]c2c1	0	-2	17	3	4	25	5	-1	-0.66
10	CCN(CC)c1nc(Nc2ccccc2)nc(Oc2ccc(=O)n(C)n2)n1	1	.	9	2	-21	11	5	15	1.3
11	COc1ccccc1N(C(=O)c1snc(C(N)=O)c1N)C(C(=O)NC1CCCC1)c1ccco1 (stereo not drawn)	0	-1	6	-1	-6	18	0	14	-1.1
12	C=C1Cn2c(nnc2-c2ccc(Cl)cc2)S1	3	0	23	-1	-1	9	4	-2	.
13	CCOC(=O)CSc1nc2ccccc2c(=O)n1CC1COc2ccccc2O1 (stereo not drawn)	2	1	11	2	-14	9	4	42	-0.75
14	Cc1noc(C)c1S(=O)(=O)Nc1ccc(C(=O)N2CCN(c3ccc(Cl)cc3)CC2)cc1	2	4	-11	-1	15	42	-5	57	-3.7*
15	O=C(CN1CCN(S(=O)(=O)c2ccc(F)cc2)CC1)Nc1ccc2c(c1)OCCO2	-1	-2	-6	-5	-7	-18	-1	7	-0.011

# A second format for 10 compounds above.
# Values run as follows: CatB inh | Hsp90 inh | AP complement | CatB mixtures | Cdc25B inh | MKP-1 inh | Ec RNAP inh | tolC growth inh | D1 mod
[5] CC(=O)N1CCc2cc(S(=O)(=O)NC(C(=O)NCc3ccccc3)C(C)C)ccc21 (stereo not drawn)
    1 | 1 | 2 | 4 | 7 | -4 | 6 | -30 | -0.11
[6] Cc1cccc(CS(=O)(=O)Cc2ccc(C(=O)O)o2)c1
    5 | -3 | 4 | 4 | -16 | 4 | 4 | -8 | -0.22
[7] CS(=O)(=O)CCC(C(=O)n1nnc2ccccc21)N1C(=O)c2ccccc2C1=O (stereo not drawn)
    -1 | -3 | . | . | 19 | -5 | 4 | -11 | .
[8] CC(Oc1ccccc1)C(=O)NC1CCN(Cc2ccccc2)CC1 (stereo not drawn)
    -3 | -12 | 4 | 6 | -4 | -3 | 7 | -5 | -1.5
[9] Cc1ccc2c(C(=O)CN3CCN(c4ccccc4)CC3)c(C)[nH]c2c1
    0 | -2 | 17 | 3 | 4 | 25 | 5 | -1 | -0.66
[10] CCN(CC)c1nc(Nc2ccccc2)nc(Oc2ccc(=O)n(C)n2)n1
    1 | . | 9 | 2 | -21 | 11 | 5 | 15 | 1.3
[11] COc1ccccc1N(C(=O)c1snc(C(N)=O)c1N)C(C(=O)NC1CCCC1)c1ccco1 (stereo not drawn)
    0 | -1 | 6 | -1 | -6 | 18 | 0 | 14 | -1.1
[12] C=C1Cn2c(nnc2-c2ccc(Cl)cc2)S1
    3 | 0 | 23 | -1 | -1 | 9 | 4 | -2 | .
[13] CCOC(=O)CSc1nc2ccccc2c(=O)n1CC1COc2ccccc2O1 (stereo not drawn)
    2 | 1 | 11 | 2 | -14 | 9 | 4 | 42 | -0.75
[14] Cc1noc(C)c1S(=O)(=O)Nc1ccc(C(=O)N2CCN(c3ccc(Cl)cc3)CC2)cc1
    2 | 4 | -11 | -1 | 15 | 42 | -5 | 57 | -3.7*

# (further entries)
No.	Compound	CatB inh	Hsp90 inh	AP complement	CatB mixtures	Cdc25B inh	MKP-1 inh	Ec RNAP inh	tolC growth inh	D1 mod
16	CCc1ccc(NC2=NCC(=O)N2c2ccc3c(c2)OCCO3)cc1	5	-6	17	1	6	6	10	-15	.
17	CCOc1ccccc1C(=O)N1CCN=C1SC	4	1	16	1	8	-4	1	-16	0.02
18	CCn1nnc(-c2ccccc2NS(=O)(=O)c2ccc(C(=O)OC)cc2)n1	-1	1	10	0	-4	-7	-3	25	-0.71
19	CC1CCc2nn(CC(=O)Nc3ccc(F)cc3F)cc2C1 (stereo not drawn)	2	-1	6	5	3	-6	5	-4	-0.004
20	COC(=O)c1nc(-c2ccc(C)cc2)oc1N(C)C	-3	-3	4	0	-10	-6	2	5	0.22
21	O=C(NCc1ccco1)c1cnn2c(C(F)(F)F)cc(-c3cccs3)nc12	-1	-6	-3	-2	-6	4	7	2	0.075
22	O=c1cc(-c2ccccc2)c2ccccc2[nH]1	9	1	5	8	3	3	0	10	10*
23	CCOc1ccc(N2C(=O)CC(SC(=NC)Nc3cccc(F)c3)C2=O)cc1 (stereo not drawn)	7	1	-1	0	-18	0	8	-4	0.0024
24	Cc1c(NC(=O)c2ccccc2N)cccc1C(=O)O	-1	0	10	3	9	-6	11	-12	-0.71
25	CCC[C@@H]1C[C@@H](C(=O)N[C@H]([C@@H](C)O)[C@H]2O[C@H](SC)[C@H](O)[C@@H](O)C2O)N(C)C1 (stereo partly drawn)	2	-4	16	-3	-10	-2	3	9	-0.33
26	O=c1[nH]c2cc3c(cc2cc1C(c1nnnn1Cc1ccccc1)N1CCN2CCCC2C1)OCCO3 (stereo not drawn)	1	-8	8	3	13	10	-4	11	-0.0021
27	O=C(O)CCCC(=O)N1CCN(c2nc(-c3ccccc3)c3ccccc3n2)CC1	0	-2	14	3	-3	13	2	11	.
28	CCc1ccc2c(COn3nnc4ccc(S(=O)(=O)N(C)C)cc43)cc(=O)oc2c1	2	-1	10	-1	-1	27	3	25	1.1
29	CCN(CC)c1ccc(C(NC(C)=O)NC(C)=O)cc1	6	-1	1	2	4	10	4	-7	-0.3
30	CCCCCn1c(CN(C)Cc2ccccc2)nc2c1c(=O)n(C)c(=O)n2C	3	-9	5	6	-20	17	8	28	-1.5
31	CCOC(=O)N1CCC(NC2CCCCCCC2)CC1	.	2	17	.	-2	1	.	-7	-0.77
32	CCOC(=O)C1=C(C)Nc2ncnn2C1c1c[nH]c2ccccc12 (stereo not drawn)	6	-10	9	3	-14	1	7	-2	0.058
33	CCOC(=O)c1[nH]c2ccc(OC)cc2c1NC(=O)CCN1CCc2ccccc2C1	-5	-7	.	.	-40	-12	2	7	.
34	Cc1ccc(NC(=O)CC2SCCNC2=O)cc1Cl (stereo not drawn)	-2	54*	10	-1	-1	-20	4	-11	0.68
35	CCOC(=O)C1CCN(C(=O)c2ccc(Cl)c(NC3=NC4CS(=O)(=O)CC4S3)c2)CC1 (stereo not drawn)	10	-2	8	2	-13	-5	3	-20	0.044
36	Cn1c(SCC(=O)NCc2cccs2)nnc1-c1cccs1	7	-3	1	-2	-8	-4	14	-13	0.45
37	COc1ccc(OC)c(-c2csc(N(Cc3ccco3)C(=O)c3cccs3)n2)c1	1	-2	-5	0	8	-3	-1	4	-0.05
38	CC(C)CNC(=O)CSc1nnc(CN2CCCCCC2=O)n1-c1ccccn1	1	-4	0	0	-8	3	8	-1	-0.44
39	Cc1ccc(CNC(=O)CCNS(=O)(=O)c2ccc3c(c2)c(=O)n(C)c(=O)n3C)cc1	-1	2	-4	-3	-5	8	4	-10	-2.8
40	O=C(CSc1ncnc2nc[nH]c12)NCCc1ccccc1	2	-2	4	0	1	1	7	-13	-0.036
41	Cc1cc(C(=O)NC(C)c2ccncc2)no1 (stereo not drawn)	-1	.	16	4	4	5	2	0	0.45
42	COC(=O)c1cc(OC)c(OC)cc1NC(=O)CCC1CCCC1	1	-12	10	2	-6	16	-3	46	-1
43	COc1ccc(N(CC(=O)NC2CCCC2)C(=O)CCC(=O)Nc2cc(C)on2)c(OC)c1	-2	4	1	7	8	-4	9	-9	-0.075
44	O=C(CCc1nc2ccccc2[nH]1)N1CCN(C(=O)c2ccco2)CC1	0	-6	4	0	-3	0	9	-12	0.0043
45	CCOC(=O)c1[nH]c2ccccc2c1N=C(C)N(CC)CC	-1	-2	.	.	-17	-20	3	2	.
46	COC(=O)C(C)Sc1nc(-c2ccc(OC)cc2)nc2c1c(=O)n(C)c(=O)n2C (stereo not drawn)	.	1	.	.	-5	37	.	7	0.016
47	COc1ccc(N2CCN(C(=O)CSc3nnc(Cn4nnc5ccccc54)n3C)CC2)cc1	1	0	-6	1	-8	12	-1	-20	-0.035
48	Cn1nnnc1SCc1cccc(CSc2nnnn2C)n1	-7	-2	19	2	1	10	2	-35	-1.3
49	Nc1ccc(Cl)cc1/C(=N/O)c1ccccc1	2	-3	10	0	-4	-13	3	0	.
50	O=C(Nc1ccc(Cc2ccncc2)cc1)c1ccc(S(=O)(=O)N2CCOCC2)cc1	-3	-3	5	2	-8	10	6	22	0.26
51	Cc1ccc(S(=O)(=O)N2c3ccccc3NC(=O)C2CC(=O)Nc2ccccc2)cc1 (stereo not drawn)	-3	-3	15	5	-15	11	4	6	.
52	CCn1c(C)nc2cc(-c3nnc(-c4c(-c5ccccc5)noc4C)o3)ccc21	5	.	5	-1	-24	36	5	6	.
53	O=C(Nc1ccccc1N1CCCC1)c1cccnc1	2	-2	11	2	-5	-11	10	-6	-1.1
54	Cc1c(C(=O)O)oc2ccc(S(=O)(=O)N3CCCCC3C(=O)O)cc12 (stereo not drawn)	6	0	20	-1	-7	7	6	-19	.
55	O=C(c1cnc2sccn2c1=O)N1CCc2ccccc2C1	5	-5	5	1	13	-1	8	-24	-0.41
56	Cn1nc(C(C)(C)C)cc1C(=O)Nc1nc2c(s1)C(=O)CC(C)(C)C2	2	-1	13	0	0	-8	2	11	0.19
57	Cc1ccc(N(C(=O)C2CCC(=O)N2)C2(C(=O)NC3CCCCC3)CCCCC2)cc1 (stereo not drawn)	5	1	3	-4	-13	8	-14	1	-0.83
58	Clc1ccc(Cn2nnc(-c3ccc(N4CCOCC4)cc3)n2)cc1	-1	0	3	7	-7	-20	10	20	-0.017

# High-throughput results as filed in PubChem BioAssay.
